POLK inh = inhibitors of human DNA polymerase kappa; 0.53% of 400,000 active; Q9UBT6; Potency, µM (titrated, usually from 107 µM), inactives show at the top dose activity, negative = inhibition, actives largely listed as inhibitors; purified Pol kappa, fluorescent DNA synthesis assay, 10 min; note: % is set by controls: 0 for no effect and ±100 for the full control effect
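10 nM Pol kappa was preincubated with compounds for 15 min at room temperature. Reaction started with 50 nM (final) substrate. Fluorescence read kinetically at 0 and 10 min.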
Pol beta inh = DNA polymerase beta (human) inhibition; Potency, µM (top dose mostly 114 µM), without a hit: top-dose activity change, negative = inhibition, most hits filed as inhibitors; P06746; Pol beta primer extension/strand displacement, fluorescence kinetic; 1.3% of 340,000 active; AID 485314; note: % is set by controls: 0 for no effect and ±100 for the full control effect
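Human Pol beta at 10 nM; strand-displacement substrate 50 nM final. Compound exposure 15 min at room temperature before start, reaction 10 min at room temperature.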
BAZ2B inh = blocks human BAZ2B; AlphaScreen BAZ2B-H3K14Ac peptide displacement; Potency, µM (top dose mostly 114 µM), without a hit: top-dose activity change, negative = inhibition, hits mostly inhibitors; 4.4% of 360,000 active; note: % is set by controls: 0 for no effect and ±100 for the full control effect; nearly all actives have a fitted effect of over 60% in size
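AlphaScreen displacement: compounds (up to 110uM) incubated 30 min at room temperature with a preformed 50 nM BAZ2B/50 nM biotinylated H3K14Ac peptide complex in PBS pH 7.4 with Tween-20. Donor and acceptor beads at 10 ug/mL final added, 20 min light-protected before reading.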
POLH inh = blocks human DNA polymerase eta activity | Potency, µM (doses to about 114 µM), for the others: at the top dose activity change, negative = inhibition, usual class: inhibitors | Q9Y253 | recombinant Pol eta, fluorescent DNA replication assay | AID 588591 | 1.2% of 390,000 active; note: % is set by controls: 0 for no effect and ±100 for the full control effect
Target sequence (Q9Y253 whole entry, looked up): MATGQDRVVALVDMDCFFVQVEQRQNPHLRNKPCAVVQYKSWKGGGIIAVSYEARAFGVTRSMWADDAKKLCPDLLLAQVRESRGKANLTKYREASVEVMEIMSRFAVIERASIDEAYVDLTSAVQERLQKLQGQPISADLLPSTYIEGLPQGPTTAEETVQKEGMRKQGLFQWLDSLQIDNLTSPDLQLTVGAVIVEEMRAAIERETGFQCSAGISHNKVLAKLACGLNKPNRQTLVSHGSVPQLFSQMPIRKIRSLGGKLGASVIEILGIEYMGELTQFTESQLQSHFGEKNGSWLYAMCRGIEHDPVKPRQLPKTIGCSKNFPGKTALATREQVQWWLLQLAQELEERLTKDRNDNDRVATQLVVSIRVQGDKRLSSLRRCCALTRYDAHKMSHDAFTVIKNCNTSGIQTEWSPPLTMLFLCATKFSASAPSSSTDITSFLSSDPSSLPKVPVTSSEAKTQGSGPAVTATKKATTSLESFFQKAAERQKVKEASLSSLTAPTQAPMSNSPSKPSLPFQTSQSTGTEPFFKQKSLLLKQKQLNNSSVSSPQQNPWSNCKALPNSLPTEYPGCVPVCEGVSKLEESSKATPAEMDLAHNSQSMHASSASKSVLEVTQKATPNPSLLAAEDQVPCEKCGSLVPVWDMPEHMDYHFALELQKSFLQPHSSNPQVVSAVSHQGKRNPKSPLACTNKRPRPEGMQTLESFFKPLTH
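Fluorescent replication assay: 50 nM final substrate added after a 15 min room-temperature compound preincubation with 10 nM enzyme. Signal taken at 0 min and again at 10 min.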
G9a inh = G9a (human) methyltransferase inhibition; Q96KQ7; G9a H3K9 monomethylation, AlphaScreen, 2 h; Potency, µM (titrated, usually from 102 µM), for inactives: at the highest dose activity, negative = inhibition, usual class: inhibitors; 8.8% of 350,000 active; AID 504332; note: % is set by controls: 0 for no effect and ±100 for the full control effect; nearly all actives have a fitted effect of over 75% in size
Target sequence (Q96KQ7 913-1193 limits assumed): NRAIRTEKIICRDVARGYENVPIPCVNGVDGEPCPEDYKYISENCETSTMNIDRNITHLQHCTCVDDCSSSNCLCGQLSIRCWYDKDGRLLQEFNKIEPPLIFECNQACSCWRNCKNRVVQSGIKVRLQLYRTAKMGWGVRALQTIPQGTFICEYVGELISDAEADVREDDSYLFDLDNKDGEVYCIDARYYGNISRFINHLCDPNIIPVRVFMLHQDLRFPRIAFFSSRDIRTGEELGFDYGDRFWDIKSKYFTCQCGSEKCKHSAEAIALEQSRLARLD
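AlphaScreen read-out: biotin-H3K9 peptide (500 nM) methylation by 20 nM enzyme with 20 uM SAM, 2 h at room temperature after 15 min compound preincubation; anti-monomethyl H3K9 antibody plus donor/acceptor beads, 10 min dark.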
JMJD2A Tudor inh = blocks the human JMJD2A Tudor domain; O75164; AlphaScreen JMJD2A-Tudor / H3K4me3 peptide binding; Potency, µM (doses to about 114 µM), inactives show at the highest dose activity change, negative = inhibition, most hits filed as inhibitors; 4.4% of 390,000 active; AID 504339; note: % is set by controls: 0 for no effect and ±100 for the full control effect; nearly all actives have a fitted effect of over 50% in size
Pol iota inh = inhibitors of human DNA polymerase iota; Pol iota fluorescent replication assay, 10 min; Potency, µM (doses to about 115 µM), for the others: at the highest dose activity, negative = inhibition, actives largely listed as inhibitors; 1% of 390,000 active; AID 588590
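Fluorescent replication assay read twice, at 0 min and 10 min after adding 50 nM (final) substrate. Enzyme (10 nM) and compounds were first incubated 15 min at room temperature; enzyme-free buffer wells were negative controls.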
APEX1 inh = blocks human APE1 abasic DNA cleavage. P27695. recombinant APE1, TAMRA/BHQ-2 abasic DNA cleavage fluorescence. Potency, µM (doses to about 65.8 µM), for inactives: at the top dose activity change, negative = inhibition, most hits filed as inhibitors. 0.35% of 350,000 active. AID 2517;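 note: plate controls were vehicle for no effect and reference inhibitor for full effect; nearly all actives have a fitted effect of over 55% in size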
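Step 1: APE1 (0.75 nM) with compound, 15 min RT. Step 2: add 50 nM fluorophore/quencher THF duplex. Step 3: three fluorescence reads 60 s apart (525/598 nm); read 3 minus read 1 = reaction progress.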
BLM inh = blocks DNA unwinding by human BLM helicase. recombinant BLM DNA unwinding, fluorescence dequenching. Potency, µM (top dose mostly 56.1 µM), inactives show top-dose activity change, negative = inhibition, usual class: inhibitors. 0.2% of 350,000 active;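 note: plate controls were vehicle for no effect and no enzyme for full effect; nearly all actives have a fitted effect of over 35% in size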
Active calls of the source: *; & = joins results of further samples; [ ] = another dose, or the depositor's remark. Calls come from the whole dose curve; as a rule, active = well fitted curve in the direction sought with a large enough effect; inconclusive = small, poorly fitted or top-dose-only effect, or another doubt; inactive = no such curve, though single readings can be large; an effect the other way counts as inactive or inconclusive. Potency is the fitted concentration of half-maximal effect. A portion of the library (hit frequency here may not be typical).

CCOC(=O)CNc1ncc(C(F)(F)F)cc1Cl was read as POLK inh -2%, Pol beta inh 2%, BAZ2B inh 0%, POLH inh -16%, G9a inh 2%, JMJD2A Tudor inh -16%, Pol iota inh 76%[activator], APEX1 inh -1% and BLM inh -2%.
Screening O=C(Nc1ccccc1F)c1oc2ccccc2c1NC(=O)C1CC1 returned POLK inh -16%, Pol beta inh 18%, BAZ2B inh -3%, POLH inh 6%, JMJD2A Tudor inh -5%, Pol iota inh -12%, APEX1 inh -2% and BLM inh -2%.
`Cc1ccc(C(=O)COC(=O)c2ccc3c(c2)C(=O)N(c2cccc4ncccc24)C3=O)cc1C` gave POLK inh -15%, Pol beta inh -1%, BAZ2B inh inconclusive, POLH inh -18%, G9a inh 2%, JMJD2A Tudor inh -34%, Pol iota inh inconclusive, APEX1 inh -4% and BLM inh -6%.
For O=C(CN1CCC(NC(=O)c2ccco2)CC1)Nc1ccccc1C(F)(F)F the results were POLK inh 5%, Pol beta inh 4%, BAZ2B inh 2%, POLH inh -15%, G9a inh 2%, JMJD2A Tudor inh -11%, Pol iota inh 18%, APEX1 inh 3% and BLM inh -8%.
For COc1ccc(Cn2c(SCc3ccc(C(=O)NC4CCCC4)cc3)nc3cccnc32)cc1 the results were POLK inh -19%, Pol beta inh -30%, BAZ2B inh 3%, POLH inh 1%, G9a inh 5%[59 µM], JMJD2A Tudor inh -10%, Pol iota inh -27% and BLM inh -4%.
For S=c1[nH]nc(-c2ccco2)n1C1CCCCC1 the results were POLK inh -18%, Pol beta inh 4%, BAZ2B inh -12%, POLH inh -2%, G9a inh 2µM*, JMJD2A Tudor inh 3.2µM*, Pol iota inh -1%, APEX1 inh 3% and BLM inh 5%.
For O=C(Nc1ccc(S(=O)(=O)N2CCOCC2)cc1)C1CCN(S(=O)(=O)c2ccc(F)cc2)CC1 the results were POLK inh -9%, BAZ2B inh 3%, POLH inh -7%, G9a inh -35%, JMJD2A Tudor inh -17%, Pol iota inh 44%[activator] and APEX1 inh 17%.
CC(/C=C/c1ccccc1)=N\NC(=O)CCc1ccccc1 was read as POLK inh -1%, Pol beta inh 13%, BAZ2B inh -5%, POLH inh -18%, G9a inh 17%, JMJD2A Tudor inh -10%, Pol iota inh 29%, APEX1 inh -3% and BLM inh -2%.
`CCN(CC(=O)Nc1ccc(NC(C)=O)cc1)C(=O)COc1ccccc1-c1ccccc1` gave POLK inh -5%, BAZ2B inh -5%, POLH inh -21%, G9a inh 5%[2.33 µM], JMJD2A Tudor inh -14%, Pol iota inh 0% and APEX1 inh -1%.
For O=C(COc1ccc(F)cc1)c1c(O)cc(O)cc1O the results were POLK inh -16%, Pol beta inh -20%, BAZ2B inh -10%, POLH inh -4%, G9a inh inconclusive, JMJD2A Tudor inh -18%, Pol iota inh -2%, APEX1 inh -6% and BLM inh -9%.
COc1ccc(CNC(=O)C/C(C)=N/NC(=O)c2ccc([N+](=O)[O-])cc2Cl)cc1 was read as POLK inh -6%, Pol beta inh -25%, BAZ2B inh -16%, POLH inh 10%, G9a inh 10%[59 µM], JMJD2A Tudor inh -11%, Pol iota inh 56%[activator], APEX1 inh 3% and BLM inh -3%.
Screening COC1=C/C(=C/c2c(O)c(C#N)c3ccccn23)C=CC1=O returned POLK inh -24%, Pol beta inh -22%, BAZ2B inh 50µM*, POLH inh -6%, G9a inh inconclusive, JMJD2A Tudor inh 22µM*, Pol iota inh 17%, APEX1 inh -10% and BLM inh -10%.
O=S(=O)(Cc1ccccc1)Nn1cnnc1 was read as POLK inh 1%, Pol beta inh 7%, BAZ2B inh -6%, POLH inh -11%, G9a inh -14%[59 µM], JMJD2A Tudor inh 0%, Pol iota inh -3%, APEX1 inh 0% and BLM inh 0%.
`COC(=O)C1=C(N)Oc2cc(C)n(Cc3ccncc3)c(=O)c2C1c1cccnc1` (stereo not given) gave POLK inh 3%, POLH inh -10%, JMJD2A Tudor inh 5% and Pol iota inh -8%.
Cc1cc(Cl)cc(C)c1OCCCCCn1ccnc1 was read as POLK inh 14%, Pol beta inh -30%, BAZ2B inh 32µM*, POLH inh -11%, G9a inh inconclusive, JMJD2A Tudor inh inconclusive, Pol iota inh 7%, APEX1 inh -11% and BLM inh -1%.
For COc1cc(O)c(C(CC(=O)N2CCOCC2)c2ccc3c(c2)OCO3)c(OC)c1 (stereo not given) the results were POLK inh -4%&3%, Pol beta inh -11%, BAZ2B inh -14%, POLH inh -11%, G9a inh 37%[59 µM], JMJD2A Tudor inh -5%&-18%, Pol iota inh -4%&-20%, APEX1 inh -1%&6% and BLM inh 1%&1%.
O=C(O)Cn1c(P(=O)(O)c2ccccc2)nc2ccccc21 was read as POLK inh -4%, Pol beta inh 14%, BAZ2B inh inconclusive, POLH inh 0%, G9a inh 32µM*, JMJD2A Tudor inh 35µM*, Pol iota inh -4%, APEX1 inh 0% and BLM inh 1%.
Clc1ccc2[nH]c3c(NCCCN4CCOCC4)ncnc3c2c1 was read as POLK inh inconclusive, Pol beta inh -11%, BAZ2B inh -6%, POLH inh inconclusive, G9a inh 8%[2.33 µM], JMJD2A Tudor inh -21%, Pol iota inh 1%, APEX1 inh -8% and BLM inh -2%.
`COc1ccc(/C=C2\Cc3ccccc3C2=O)cc1OC` gave POLK inh -24%, Pol beta inh 4%, BAZ2B inh inconclusive, POLH inh -13%, G9a inh -14%[2.33 µM], JMJD2A Tudor inh -12%, Pol iota inh 16%, APEX1 inh 1% and BLM inh -2%.
Screening N#CCC(=O)N/N=C/c1cc([N+](=O)[O-])ccc1N1CCCC1 returned POLK inh -6%, Pol beta inh 0%, BAZ2B inh -21%, POLH inh -1%, G9a inh 30%[59 µM], JMJD2A Tudor inh -24%, Pol iota inh 20%, APEX1 inh -3% and BLM inh -4%.

Of the compounds above, these contain a nitro group on carbon:
COc1ccc(CNC(=O)C/C(C)=N/NC(=O)c2ccc([N+](=O)[O-])cc2Cl)cc1 was read as POLK inh -6%, Pol beta inh -25%, BAZ2B inh -16%, POLH inh 10%, G9a inh 10%[59 µM], JMJD2A Tudor inh -11%, Pol iota inh 56%[activator], APEX1 inh 3% and BLM inh -3%.
Screening N#CCC(=O)N/N=C/c1cc([N+](=O)[O-])ccc1N1CCCC1 returned POLK inh -6%, Pol beta inh 0%, BAZ2B inh -21%, POLH inh -1%, G9a inh 30%[59 µM], JMJD2A Tudor inh -24%, Pol iota inh 20%, APEX1 inh -3% and BLM inh -4%.

Additional results
Screening CC(=O)c1cccc(NC(=O)CN2CCN(Cc3ccccc3)CC2)c1 returned POLK inh -6%, Pol beta inh -16%, BAZ2B inh inconclusive, POLH inh -27%, G9a inh 7.1µM*, JMJD2A Tudor inh 0.79µM*, Pol iota inh 141%[activator], APEX1 inh 32% and BLM inh -5%.
CCOC(=O)C1CCN(C(=O)Cn2cnc3sc(C)c(S(=O)(=O)N4CCC(C)CC4)c3c2=O)CC1 was read as POLK inh -1%, Pol beta inh 35%, BAZ2B inh 0%, POLH inh -5%, G9a inh 11%, JMJD2A Tudor inh -10%, Pol iota inh 43%[activator], APEX1 inh 36% and BLM inh -5%.
For COc1cccc(-c2noc(Cn3nc(C(=O)O)c4ccccc4c3=O)n2)c1 the results were POLK inh 0%, Pol beta inh 0%, BAZ2B inh -12%, POLH inh -11%, G9a inh -6%, JMJD2A Tudor inh -11%, Pol iota inh -3%, APEX1 inh 32%[activator] and BLM inh -2%.
`COc1ccc(Br)cc1CN1CCN(C(=O)c2ccc(OC)c(OC)c2)CC1` gave POLK inh 5%, Pol beta inh -3%, BAZ2B inh 50µM*, POLH inh -15%, G9a inh 16µM*, JMJD2A Tudor inh 14µM*, Pol iota inh 30%[activator], APEX1 inh 1% and BLM inh 1%.
For CCN(Cc1ccccc1)C(=O)COC(=O)Cc1c[nH]c2ccccc12 the results were POLK inh -2%, BAZ2B inh -7%, POLH inh -18%, G9a inh -46%, JMJD2A Tudor inh -23%, Pol iota inh 29% and APEX1 inh 8%.
`Nc1cc(Cl)ccc1Oc1ccccc1` gave POLK inh -15%, Pol beta inh 19%, BAZ2B inh 12%, POLH inh -18%, G9a inh 43%[12.7 µM], JMJD2A Tudor inh 22%, Pol iota inh 12%, APEX1 inh -2% and BLM inh -3%.
Screening CC(C)c1cccc(C(C)C)c1NC1=NS(=O)(=O)c2ccccc21 returned POLK inh -2%, Pol beta inh 20%, BAZ2B inh 4%, POLH inh -1%, G9a inh 4%[59 µM], JMJD2A Tudor inh -19%, Pol iota inh 0% and BLM inh -3%.
CCc1nc2c(c(=O)c3ccccc3n2C)c(=O)n1-c1ccc(F)cc1 was read as POLK inh 0%, Pol beta inh 0%, BAZ2B inh -4%, POLH inh inconclusive, G9a inh 11%[59 µM], JMJD2A Tudor inh 18%, Pol iota inh 32%[activator], APEX1 inh -1% and BLM inh -2%.
For Cc1nn(CC(=O)NC2CCS(=O)(=O)C2)c(C)c1S(=O)(=O)N(C)C (stereo not given) the results were POLK inh 3%, BAZ2B inh -4%, POLH inh -17%, G9a inh 14%[2.33 µM], JMJD2A Tudor inh 6%, Pol iota inh -19% and APEX1 inh -3%.
For O=C(/C=C/c1ccccc1)N1CCN(Cc2cc(=O)n3nc(-c4ccccc4F)sc3n2)CC1 the results were POLK inh 6%[60.1 µM], Pol beta inh 6%, BAZ2B inh 4%, POLH inh -8%, G9a inh 4%[59 µM], JMJD2A Tudor inh 0%, Pol iota inh -3% and BLM inh 1%.
`CC[C@@H]1C(c2ccccc2)=NN(c2ccc(Br)cc2)[C@H]1C(=O)N1CCOC1=O` gave POLK inh -26%, POLH inh -9%, G9a inh 119%[activator][59 µM], JMJD2A Tudor inh 23%, Pol iota inh -9%, APEX1 inh -10%&-5% and BLM inh -15%[75.6 µM].
c1ccc(CSc2ncccn2)cc1 was read as POLK inh -7%, Pol beta inh 4%, BAZ2B inh 10%, POLH inh -7%, G9a inh 25µM*, JMJD2A Tudor inh 9%, Pol iota inh -13%, APEX1 inh -2% and BLM inh 0%.
For COc1ccc(Cl)cc1NC(=O)Cn1cccc1 the results were POLK inh -8%, Pol beta inh 70%, BAZ2B inh inconclusive, POLH inh 2%, G9a inh inconclusive, JMJD2A Tudor inh -33%, Pol iota inh 0%[58.9 µM], APEX1 inh -8% and BLM inh -2%.
Cc1[nH]c(=O)n(C(C)C)c(=O)c1Br was read as POLK inh -12%, POLH inh -8%, JMJD2A Tudor inh -7% and Pol iota inh inconclusive.

Compound activity (PubChem)
